# Screens deposited in PubChem by The Scripps Research Institute Molecular Screening Center.
# M4 ag: agonists of human muscarinic M4 receptor (CHRM4). P08173. CHO-K1 hM4/Gqi5, Fluo-8 calcium fluorescence; vehicle 0%, full acetylcholine response 100%. activation, % at 3 µM. 360,000 compounds, 0.14% hits. AID 624127;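 active = activation above the run mean over all test wells plus 3 SD, cut at about 32% in these data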;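 note: peak over basal fluorescence ratio per well then scaled between controls; 0% = DMSO wells and 100% = acetylcholine at EC100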
# Target sequence (P08173 whole entry, looked up): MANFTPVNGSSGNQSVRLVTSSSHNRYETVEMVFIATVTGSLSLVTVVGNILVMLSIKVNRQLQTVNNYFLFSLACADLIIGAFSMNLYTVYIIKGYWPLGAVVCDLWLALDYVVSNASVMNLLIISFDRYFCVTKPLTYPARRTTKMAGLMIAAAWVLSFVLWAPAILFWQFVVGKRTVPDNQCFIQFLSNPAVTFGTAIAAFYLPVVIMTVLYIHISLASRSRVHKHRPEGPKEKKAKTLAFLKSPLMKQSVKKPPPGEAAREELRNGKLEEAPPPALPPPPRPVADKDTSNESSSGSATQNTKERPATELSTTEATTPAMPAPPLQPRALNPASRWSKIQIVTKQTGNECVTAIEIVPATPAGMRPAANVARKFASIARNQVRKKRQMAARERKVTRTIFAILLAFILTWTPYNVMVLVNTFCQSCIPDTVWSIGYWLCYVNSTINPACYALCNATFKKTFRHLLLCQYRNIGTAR
# M5 ag: CHRM5 agonism in calcium assay; P08912; CHO-K1 hM5 cells, Fluo-8 calcium fluorescence; 0% DMSO wells, 100% maximal acetylcholine response; activation, % at 3 µM; 360,000 compounds, 0.19% hits; AID 624037;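 active = activation above the run's mean over test compounds plus 3 SD, cut at about 23% in these data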;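 note: signal is peak over basal fluorescence ratio across the kinetic read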
# Target sequence (P08912 whole entry, looked up): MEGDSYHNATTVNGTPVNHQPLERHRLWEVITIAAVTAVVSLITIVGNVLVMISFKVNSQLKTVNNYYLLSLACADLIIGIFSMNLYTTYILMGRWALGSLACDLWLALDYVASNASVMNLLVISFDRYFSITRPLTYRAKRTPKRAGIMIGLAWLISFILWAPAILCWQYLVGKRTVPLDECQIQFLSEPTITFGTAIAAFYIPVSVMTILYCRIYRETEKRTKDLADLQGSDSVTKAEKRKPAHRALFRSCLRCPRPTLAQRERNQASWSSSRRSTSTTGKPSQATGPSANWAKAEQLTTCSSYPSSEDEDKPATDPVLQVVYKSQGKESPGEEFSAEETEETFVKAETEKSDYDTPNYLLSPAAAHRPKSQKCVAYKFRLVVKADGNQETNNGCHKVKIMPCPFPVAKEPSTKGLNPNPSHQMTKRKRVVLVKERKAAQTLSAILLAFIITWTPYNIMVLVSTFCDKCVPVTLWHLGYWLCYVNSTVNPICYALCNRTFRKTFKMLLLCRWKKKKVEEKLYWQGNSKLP
# CHO-K1 Ca PAM: M1 PAM counterscreen hit in parental CHO-K1 cells; 360,000 compounds, 0.02% hits; ATP EC20, Fluo-8 calcium fluorescence; 0% at ATP EC20, 100% at ATP max; AID 602247; activation, % at 3 µM;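 active = activation above the run cutoff, the mean activation of all test compounds plus 3 SD, cut at about 40% in these data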;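 note: peak over basal fluorescence ratio in a 140 s read after ATP addition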
# CHO-K1 Ca antag: M1 antagonist counterscreen hit in parental CHO-K1 cells | ATP-induced calcium, Fluo-8 fluorescence | 360,000 compounds, 0.6% hits | inhibition, % at 3 µM;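 active = inhibition above a per-plate cutoff, the plate's mean sample inhibition plus 3 SD, cut at about 24% in these data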;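 note: 0% = DMSO plus EC80 ATP and 100% = DMSO alone without ATP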
# CHRM5 antagonist: antagonists of human muscarinic M5 receptor (CHRM5) | P08912 | CHO-hM5 cells, Fluo-8 calcium fluorescence, ACh EC80 | 360,000 compounds, 0.59% hits | inhibition, % at 3 µM;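 active = inhibition above a per-plate cutoff, the mean of that plate's test compounds plus 3 SD, cut at about 27% in these data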;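 note: 0% = acetylcholine EC80 with DMSO and 100% = DMSO without agonist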
# M1 ag parental: nonselective activator or artifact in parental CHO-K1 cells; Fluo-8 calcium fluorescence; scaled to maximal ATP response, vehicle zero; activation, % at 3 µM; 360,000 compounds, 0.48% hits; in the data active = activation above about 15%;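 note: untransfected CHO-K1 host cells lacking M1 receptor as counterscreen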
# CHRM4 antagonist: CHRM4 antagonism in calcium assay. inhibition, % at 3 µM. 360,000 compounds, 0.73% hits. P08173. AID 624125. CHO-hM4 cells, ACh EC80, Fluo-8 calcium fluorescence;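 active = inhibition above its plate's cutoff, the mean inhibition of sample wells plus 3 SD, cut at about 27% in these data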;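 note: 0% = acetylcholine EC80 with DMSO and 100% = DMSO without agonist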
# M5 PAM: CHRM5 positive allosteric modulation; P08912; CHO-K1 hM5, Fluo-8 calcium, ACh EC20 PAM; 0% = ACh EC20, 100% = ACh EC100; activation, % at 3 µM; 360,000 compounds, 0.3% hits; AID 624038;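 active = activation above the run cutoff, the mean activation of all test compounds plus 3 SD, cut at about 18% in these data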
#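 Assay system – human M5 receptor in CHO-K1 cells · Read-out – % activation, ACh-normalized · Technique – Fluo-8 calcium fluorescence · Dosing – single-point, 3 µM nominal · Incubation – Fluo-8 loading 80 min at 37 °C plus 30 min room temperature · Repeats – singlicate, one well per test compound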
# M4 PAM: potentiates acetylcholine response at human M4 receptor; activation, % at 3 µM; CHO-K1 hM4/Gqi5, Fluo-8 calcium fluorescence, ACh EC20; 0% = ACh EC20, 100% = maximal ACh; P08173; AID 624126; 360,000 compounds, 0.4% hits;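 active = activation above its plate's cutoff, the mean activation of sample wells plus 3 SD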; note: some results filed as inactive read as strong as hits
# * hit, by the source's call; . = not tested or not shown; & = joins results of further samples. Compounds as they come; overall some 2.7% were active at least once.
# Order of results – M4 ag	M5 ag	CHO-K1 Ca PAM	CHO-K1 Ca antag	CHRM5 antagonist	M1 ag parental	CHRM4 antagonist	M5 PAM	M4 PAM
COc1ccccc1NC(=O)c1ccc(S(=O)(=O)N2CCOCC2)cc1
→ 2	-2	10	-9	5	0.5	4	0	15
COc1cc(NC(=O)COc2ccc3c(C)cc(=O)oc3c2C)cc(OC)c1OC
→ 0	-4	5	-6	1	0.5	-18	-1	17
CC(C)[C@H](NC(=O)C1CC(=O)N(c2ccc3c(c2)OCCO3)C1)C(=O)NC1CCCC1 (some centres not stated)
→ 0	-3	3	2	-2	-0.5	-3	-1	3
NC1=NC(c2ccc(Br)cc2)n2c(nc3ccccc32)N1 (configuration not stated)
→ 0&-1	-11&-4	8&8	-6&-7	4&6	1.5&-0.1	-13&-9	3&-2	2&4
CC(/C=C/c1ccccc1)=N\NC(=O)Cn1cncn1
→ 0	2	-2	-5	1	-0.2	4	7	1
O=C(c1ccco1)N1N=C(c2ccc(Cl)cc2)CC1(O)C(F)(F)F (configuration not stated)
→ 0	-6	0	4	-12	0.1	4	-10	-14
OCCC1CN(CC2CCCCC2)CCN1C1CCCC1 (configuration not stated)
→ 1	-4	-13	8	-14	-0.3	-3	4	0
O=C(CCC(=O)c1ccc(Cl)cc1)OCc1nc2ccsc2c(=O)[nH]1
→ 3	5	-19	2	1	0.6	-10	-2	2
COc1cccc(NC(=O)N(C)C[C@H]2Oc3cc(C#Cc4ccncc4)ccc3S(=O)(=O)N([C@H](C)CO)C[C@H]2C)c1
→ 1	0	-5	5	10	-0.4	-3	-5	1
O=c1c([N+](=O)[O-])c(NC2CCCCC2)c2ccccc2n1-c1ccccc1
→ 0	0	1	-14	-7	0.2	-13	2	8
Cc1cc2nnc(SCC(=O)NCc3ccco3)n2c2ccccc12
→ 2	2	12	-11	-3	0.8	-6	3	-1
O=C(NCCCn1ccnc1)c1ccc(NS(=O)(=O)c2ccc(Cl)c(Cl)c2)cc1
→ -1	-3	10	2	3	0.8	-8	-1	4
COC(=O)c1ccc(C(=O)N2CCCCCC2(C)C(=O)NC(C)C)cc1 (configuration not stated)
→ 1	0	9	-2	4	0.9	-2	1	-1
COc1ccc(CCC(=O)Nc2nc3c(s2)CN(C)CC3)cc1OC
→ 1	-6	-4	1	8	0.2	5	-6	-1
O=C1CS/C(=N\N=C\c2ccco2)N1c1ccccc1
→ 4	7	-12	0	14	1.0	4	-10	-11
CC(C)(C)c1ccc(-c2nc(C#N)c(NCCCn3ccnc3)o2)cc1
→ 1	-1	-10	6	4	-0.1	-6	1	4
CCNC(=O)C1(C)CCCN1C(=O)c1c(F)cccc1F (configuration not stated)
→ 0	0	7	-6	-1	0.5	-2	-2	2
CC(=O)c1ccccc1OCC(O)CN1CCN(CCN2C(=O)c3cccc4cccc(c34)C2=O)CC1 (configuration not stated)
→ 13	-14	-12	-6	15	4.7	-11	-13	-18
CC(=O)Oc1ccccc1C(=O)Oc1ccc(/C=N/n2cnnc2)cc1
→ 2	1	17	0	1	1.0	-5	-2	19
CSc1ncnc2c1cnn2-c1ccc(C)cc1C
→ 1	-1	-8	-18	8	1.5	-5	-2	12
COc1ccc(OC)c(/C=N\NC(=O)c2cc3c(ccc4ccccc43)o2)c1
→ 7	-2	-11	0	-9	1.1	-11	-1	-1
O=C(c1cccc(S(=O)(=O)NCCOc2ccccc2)c1)N1CCN(c2ncccn2)CC1
→ 27	6	9	-3	10	11	-21	-21	-6
Cc1cccc(OCC(=O)N/N=C\c2cn(C)c3ccccc23)c1
→ 2	-1	19	-7	-3	0.9	4	-8	7
CCOC(=O)C1C(=O)C(=O)N(Cc2ccccc2)C1C(=O)OCC (configuration not stated)
→ 0	3	-7	-3	15	0.0	-4	-4	5
COCC(C)NCc1ccccc1C (configuration not stated)
→ 0	-1	7	-18	1	-0.2	-14	2	9
CC(=O)Nc1ccc(C(=O)COC(=O)C2CC2C)c(F)c1 (configuration not stated)
→ 1	5	-2	7	1	0.6	-1	3	2
Cn1nccc1C(=O)N1CCN(S(=O)(=O)c2ccc(Br)s2)CC1
→ 2	-4	22	-7	0	2.9	-17	-3	1
CCN1CCN(C(=O)N[C@@H](C(=O)N[C@@H]2C(=O)N3C(C(=O)O)=C(CSc4nnnn4C)CS[C@H]23)c2ccc(O)cc2)C(=O)C1=O
→ 2	0	6	-7	-8	0.3	1	1	2
COc1ccc(-c2cc(C(=O)Nc3cccc(Cl)c3)no2)cc1
→ 1	-3	8	-13	3	2.1	4	1	1
NS(=O)(=O)c1ccc(CCNC(=O)C2CCCN2C(=O)c2cccs2)cc1 (configuration not stated)
→ 1	1	20	-17	1	-0.1	-12	-5	10
COC(=O)CC(CP(=O)(O)CN(C)C=O)C(=O)OC (configuration not stated)
→ 0	-2	3	-3	3	0.1	4	4	-7
CC(=O)N1CCC2(CC1)C/C(=N\NC(=S)Nc1ccc(C)cc1)c1cc(O)ccc1O2
→ 1	-2	-7	9	12	-0.4	4	-5	0
CN(C(=O)COC(=O)c1cccs1)c1c(N)n(Cc2ccccc2)c(=O)[nH]c1=O
→ 0	1	-19	4	2	-0.1	-11	2	3
CCOc1cc2[nH]c(=O)n(CC3CCC(C(=O)NCCC(C)C)CC3)c(=O)c2cc1OCC (configuration not stated)
→ 1	-3	1	-8	2	2.7	5	1	13
CN(C)CCNC(=O)COc1ccc(Cl)cc1Cl
→ 2	-2	5	-8	-1	0.5	1	-1	1
COc1ccccc1CNC(=O)COC(=O)CC1CC2CCC1C2 (configuration not stated)
→ 2	-5	4	-11	5	0.3	7	3	1
CCCCCCCCN1C(=O)[C@H](CC(=O)N2CCC(c3ccccc3)CC2)C[C@@]2(C(=O)OC)CC(C)(C)CC=C12
→ 0	-2	.	.	7	.	-2	-7	-4
CCOc1ccc(CCNC(=O)COC(=O)COc2ccc(Cl)cc2)cc1OCC
→ 5	0	10	-8	0	0.7	-17	2	6
Cn1c(SCC(=O)Nc2cccc(S(=O)(=O)NC3=NCCCCC3)c2)nnc1-c1ccncc1
→ 0	-1	-6	1	3	-0.2	2	1	-6
C[C@]12c3[nH]c4cc(-c5ccco5)ccc4c3CCN1C(=O)[C@@H](CC(=O)NCCc1ccccn1)C[C@@H]2C(=O)N1CCCCC1
→ 1	1	-12	-12	-4	-0.4	-7	5	2
CC(=O)Nc1nc(C)nc(C)c1C(C)=O
→ 1	2	25	-18	12	1.8	-3	5	10
CC(C)CN(C(=O)COC(=O)C12CC3CC(CC(C3)C1)C2)c1c(N)n(Cc2ccccc2)c(=O)[nH]c1=O
→ -1	1	-4	1	9	0.3	-7	-1	-2
CCN1C(=O)c2ccccc2S(=O)(=O)c2ccc(C(=O)NCC(OC)OC)cc21
→ 2	-3	19	-13	1	1.7	-6	4	-2
CCn1nc(C)cc1C(=O)NC1CC(C)(C)Cc2c1cnn2-c1cccc(F)c1 (configuration not stated)
→ 0	-1	9	12	-6	-0.1	-3	7	3
COC(=O)c1cc(=O)[nH]c(SCc2cccc(C)c2)n1
→ 1	1	2	-6	2	0.1	-5	0	3
Cc1ccc(C)c(NC(=O)CCN2C(=O)[C@@H]3Cc4ccccc4CN3C2=O)c1
→ 4	-2	-4	-14	3	1.4	-14	-3	1
CCN=C(NS(=O)(=O)c1ccc(Br)cc1)c1ccc(Cl)cc1
→ 1	-5	13	-13	2	0.6	-14	5	6
COCc1c(C(=O)Nc2nc(C)cs2)oc2ccccc12
→ 3	1	14	-20	-5	2.0	-4	8	4
CN(C(=O)COC(=O)/C=C/c1ccc(C(F)(F)F)cc1)c1c(N)n(Cc2ccccc2)c(=O)[nH]c1=O
→ 0	-1	-11	-8	-5	0.0	1	4	4
COc1ccc(OC)c(C2C(C(C)=O)=C(O)C(=O)N2c2ccc(F)cc2)c1 (configuration not stated)
→ 0	1	-2	6	4	-0.3	15	-3	0
CC(C)N(C(=O)[C@H]1C[C@H](CC(=O)NCCN2CCOCC2)C(=O)N2CCc3c([nH]c4cc(CCC(=O)N(C)C)ccc34)[C@]12C)C(C)C
→ 0	-1	10	-11	-6	-0.1	1	5	1
CCCOC(=O)/C=C/c1c(C)[nH]c(=O)[nH]c1=O
→ 0	-2	-12	13	-5	-0.7	2	3	-1
Cc1ccc(C(=O)N/C(=C/c2ccco2)C(=O)NCC2CCCO2)cc1 (configuration not stated)
→ 1	2	4	0	-1	0.6	3	-2	-2
O=C(N/N=C/c1ccccc1Cl)c1cccc(F)c1
→ 2	1	-11	-6	-3	0.8	-4	-5	9
NC(=O)C1CCN(C(=O)N2c3ccccc3Sc3ccccc32)CC1
→ 6	-4	9	-15	1	1.6	-13	-6	-9
CC1(C)OC2OC(C(=O)N/N=C/c3ccccc3F)C3OC(C)(C)OC3C2O1 (configuration not stated)
→ 0	2	8	-2	-9	0.6	6	7	-3
CCCOc1ccc(N2CC(C(=O)Nc3ncccc3C)CC2=O)cc1 (configuration not stated)
→ 0	-7	10	1	-1	-0.3	-14	-2	18
C=CCSc1nnc(NC(=O)CSCc2c(C)noc2C)s1
→ 2	4	-7	-1	-1	-0.2	-12	13	12
CCCCc1nc2n[nH]c(N)c2c2c1CCC2
→ 1	-1	27	-13	-10	-0.3	1	-8	9
COc1ccc(C(=O)Nc2ccc(S(=O)(=O)N3CCCCC3)cc2)cc1
→ 4	-7	11	-4	-2	2.4	3	-11	-6

# New compounds follow
# Order of results – M4 ag	M5 ag	CHO-K1 Ca PAM	CHO-K1 Ca antag	CHRM5 antagonist	M1 ag parental	CHRM4 antagonist	M5 PAM	M4 PAM
COc1cccc(NC(=O)CN(C)C(C)C(=O)NC(=O)NC2CCCCC2)c1 (configuration not stated)
→ 3	1	0	-16	2	0.8	-2	0	5
CCc1nnc(NC(=O)c2ccc(NC(=O)C(C)C)cc2)s1
→ 1	1	16	-20	7	1.0	0	1	1
CCCSc1nc2c(c(=O)n(C)c(=O)n2C)n1C
→ 0	-2	-8	-3	9	0.2	-5	-5	-3
CSc1ncccc1C(=O)OCC(=O)NC1CCCCC1
→ 1	3	-2	-9	0	0.0	4	0	1
CC(=O)Nc1ccc(-c2nnc(SCC(=O)Nc3ccc4c(c3)oc3ccccc34)n2C)cc1
→ 0	2	9	5	1	0.1	9	3	7
CC1=C(C(=O)Nc2ccccn2)C(c2ccc(Br)cc2)NC(=S)N1 (configuration not stated)
→ 1	-1	15	-5	7	0.6	0	-4	0
CC(C)(C)c1ccc(S(=O)(=O)NC(=O)C2(C)CCN2C(=O)Cc2cccc3ccccc23)cc1 (configuration not stated)
→ 0	2	21	-17	-4	0.0	-1	1	8
Cc1c(C(=O)Nc2ccccn2)oc2ccc(Br)cc12
→ -1	1	29	-8	3	0.6	1	7	5
COC(=O)C1CCN(C(c2ccc(OC)c(OC)c2)c2sc3nc(C)nn3c2O)CC1 (configuration not stated)
→ 23	5	20	8	13	5.2	6	-12	-9
